Screening results from PubChem BioAssay.
Bim-Bfl-1 = human Bim-Bfl-1 interaction inhibition | Q16548 | Bead-based flow cytometry, Bim-Bfl-1 binding inhibition | inhibition, % at 10 µM | 190,000 tested, 0.12% active;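 further: 0% = wells without compound plus tracer and 100% = blocker peptide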
Bim-Bcl-2 = disrupts Bim peptide binding to human Bcl-2; P10415; 190,000 tested, 0.06% active; Bead-based flow cytometry, Bim peptide-Bcl-2 binding; inhibition, % at 10 µM; in the data active means inhibition above about 40%; inconclusive means no clear call, values can overlap the other calls;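 further: 0% = no compound wells with probe peptide and 100% = reference peptide inhibitor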
Target sequence (P10415 whole entry, looked up): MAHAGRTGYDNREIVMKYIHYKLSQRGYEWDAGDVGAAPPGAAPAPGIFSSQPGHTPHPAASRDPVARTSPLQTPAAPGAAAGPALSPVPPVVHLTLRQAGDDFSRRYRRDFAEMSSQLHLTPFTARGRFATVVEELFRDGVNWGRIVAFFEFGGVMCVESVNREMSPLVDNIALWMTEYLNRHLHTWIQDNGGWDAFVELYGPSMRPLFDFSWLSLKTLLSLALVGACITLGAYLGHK
Bim-Bcl-W = disrupts Bim peptide binding to human Bcl-W; bead-based flow cytometry; inhibition, % at 10 µM; 190,000 tested, 0.02% active;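 further: 0% = bound tracer without compound and 100% = peptide blocker; higher means less fluorescent Bim peptide bound to Bcl-W beads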
Bcl-B Bim block = inhibitors of Bim-Bcl-B interaction, human; Q9HD36; bead-based flow cytometry, Bim peptide-Bcl-B binding; inhibition, % at 10 µM; 190,000 tested, 0.073% active; AID 951;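 further: 0% = tracer peptide without compound and 100% = reference inhibitor peptide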
Target sequence (Q9HD36 whole entry, looked up): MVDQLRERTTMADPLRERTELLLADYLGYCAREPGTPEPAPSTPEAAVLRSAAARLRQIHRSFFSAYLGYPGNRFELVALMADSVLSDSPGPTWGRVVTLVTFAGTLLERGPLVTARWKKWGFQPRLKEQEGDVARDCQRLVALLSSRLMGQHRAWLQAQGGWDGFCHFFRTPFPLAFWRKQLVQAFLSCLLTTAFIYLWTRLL
Rab2 wt GTP = changes GTP binding to wildtype dog Rab2A, up or down. GST-Rab2 wt beads, Bodipy-GTP binding, flow cytometry. GTP binding activity, % at 10 µM. 190,000 tested, 0.19% active. AID 760;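 active means GTP binding activity at least 20 points away from 100%, either lowered or raised; inconclusive means signal likely due to the compound's own green fluorescence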;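 further: 0% = beads with excess unlabeled GTP and 100% = no-compound control corrected for plate trend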
Rac1 act GTP bind = human Rac1 activated mutant GTP binding change; P63000; GST-Rac1 activated beads, fluorescent GTP binding, flow cytometry; actives lie on both sides; 100% means binding = to untreated wells; percent activity (GTP binding), % at 10 µM; 190,000 tested, 0.11% active; AID 764;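 active means GTP binding at least 20 percentage points away from the 100% baseline, in either direction, so actives lie on both sides; inconclusive means Compound likely fluorescent itself, or too few beads counted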
Bim-Bcl-XL = inhibitors of Bim-Bcl-XL interaction, human; AID 1007; inhibition, % at 10 µM; Bim peptide-Bcl-XL binding, bead flow cytometry, fluorescence; 190,000 tested, 0.04% active
Target sequence (Q07817 whole entry, looked up): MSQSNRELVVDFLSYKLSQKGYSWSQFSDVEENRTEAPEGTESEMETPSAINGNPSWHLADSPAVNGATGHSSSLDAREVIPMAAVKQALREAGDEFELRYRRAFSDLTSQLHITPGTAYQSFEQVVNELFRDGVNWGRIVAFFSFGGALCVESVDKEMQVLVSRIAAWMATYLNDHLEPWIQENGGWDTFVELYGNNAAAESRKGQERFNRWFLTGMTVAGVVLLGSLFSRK
Cdc42 wt = changes GTP binding to wildtype human Cdc42. P60953. GST-Cdc42 beads, Bodipy-GTP binding, flow cytometry; actives lie on both sides. percent activity (GTP binding), % at 10 µM. 190,000 tested, 0.2% active. AID 761;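 active means percent activity GTP binding at least 20 points away from the 100% baseline, either down as inhibitor or up as activator; inconclusive means compound flagged as likely green fluorescent from well-wide comparison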;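 further: median bead fluorescence of bound Bodipy-FL-GTP at 100 nM; 0% = excess unlabeled GTP control and 100% = no compound control; below 100% means less GTP binding so inhibitor and above means activator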
Target sequence (P60953 whole entry, looked up): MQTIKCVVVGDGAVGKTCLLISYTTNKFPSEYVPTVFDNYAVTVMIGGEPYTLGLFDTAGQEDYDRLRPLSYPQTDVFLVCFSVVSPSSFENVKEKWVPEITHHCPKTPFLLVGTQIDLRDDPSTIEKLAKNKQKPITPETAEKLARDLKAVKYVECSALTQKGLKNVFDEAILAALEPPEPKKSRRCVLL
HRas wt GTP = changes GTP binding to wildtype human HRas. P01112. GST-Ras wt beads, Bodipy-FL-GTP binding, flow cytometry; actives lie on both sides. GTP binding activity, % at 10 µM. 190,000 tested, 0.14% active. AID 759;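 active means GTP binding activity at least 20% away from the 100% baseline, either lowered as inhibitor or raised as activator; inconclusive means flagged as likely green fluorescent, judged across all proteins in the well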;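 further: 0% = unlabeled GTP competition control and 100% = no-compound control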
Target sequence (P01112 whole entry, looked up): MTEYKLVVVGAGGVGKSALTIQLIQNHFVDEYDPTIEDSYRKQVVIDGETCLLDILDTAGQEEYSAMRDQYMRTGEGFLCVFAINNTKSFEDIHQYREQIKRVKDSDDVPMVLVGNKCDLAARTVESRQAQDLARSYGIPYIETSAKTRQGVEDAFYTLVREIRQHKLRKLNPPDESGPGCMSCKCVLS
Rab7 wt GTP bind = dog Rab7 wildtype GTP binding, inhibitors and activators | GTP binding activity (percent of control), % at 10 µM | GST-Rab7 beads, fluorescent GTP binding, flow cytometry; actives lie on both sides; untreated = 100%, excess cold GTP = 0% | AID 758 | 190,000 tested, 0.055% active;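 active means fluorescent GTP binding to Rab7 beads changed by at least 20 points from the 100% baseline, either direction, mostly lower; inconclusive means compound itself probably fluorescent, or too few beads counted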;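 further: median green fluorescence of bound Bodipy-FL-GTP per Rab7 bead population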
Rac1 wt GTP bind = human Rac1 wildtype GTP binding, inhibitors and activators; P63000; GST-Rac1 beads, fluorescent GTP binding, flow cytometry; actives lie on both sides; 0 = cold GTP competed, 100 = untreated; GTP binding activity (% of control), % at 10 µM; 190,000 tested, 0.27% active; AID 757;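 active means GTP binding activity at least 20 points away from the 100% control level, either lower or higher; inconclusive means compound flagged as likely green fluorescent, judged across all proteins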
* marks the source's active call; other numbers are inactive results; ? = inconclusive; . = no result given. Unless noted, no stated cut-off is given here; in the data, active means inhibition above about 40%.

SMILES	Bim-Bfl-1	Bim-Bcl-2	Bim-Bcl-W	Bcl-B Bim block	Rab2 wt GTP	Rac1 act GTP bind	Bim-Bcl-XL	Cdc42 wt	HRas wt GTP	Rab7 wt GTP bind	Rac1 wt GTP bind
CC1=Nc2ncnn2C(c2ccccc2)/C1=N\O (stereo not given)	-17	-12	-3	-10	98	100	-9	103	102	98	104
CCc1ccc(-n2nc3ccc(NC(=O)c4ccc5c(c4)OCO5)cc3n2)cc1	-15	-8	0	-12	98	99	-9	100	98	101	107
CC(=O)C1=C(C)NC(=O)NC1c1cccc(O)c1 (stereo not given)	-14	-10	1	-5	96	92	-6	98	98	97	96
O=C1c2nc3ccccn3c2C(=O)N1Cc1ccccc1	-1	0	1	-1	102	99	-6	111	102	102	111
COc1cccc(C2CC(c3ccc(C)cc3)n3nc(N)nc3N2)c1 (stereo not given)	-5	-4	-7	-9	102	101	-8	108	101	101	107
CC(C)c1ccc(NC(=S)NN2CCOCC2)cc1	-10	-10	-7	-9	99	98	-10	104	99	104	107
Cc1oc(-c2ccccc2F)nc1CS(=O)(=O)CC(=O)NCCCN(C)C1CCCCC1	-2	-3	-3	-1	101	101	0	106	102	99	102
COc1ccc2cc3c(N)nn(C(=O)Cc4ccc(Cl)cc4)c3nc2c1	-9	-10	0	-4	96	97	-2	98	98	100	100
CC(NC(=O)c1cc2sccc2n1C)c1ccc2c(c1)OCCO2 (stereo not given)	-2	-2	4	0	105	103	0	108	104	100	106
Cc1cc(C)nc(SCCN(C)C)n1	-5	-2	0	-1	99	94	0	96	99	105	104
O=S(=O)(c1ccc(-n2cnnn2)cc1)N1CCC(N2CCCCC2)CC1	-4	0	-1	-1	99	96	-1	97	97	102	98
CCCC(=O)NNC(=O)CCC(=O)NCc1ccccc1	0	2	0	0	100	95	-1	99	101	102	96
CC1CCC/C(=C\Nc2ccc3c(c2)OCO3)C1=O (stereo not given)	-2	5	0	3	96	95	7	97	96	95	96
C=CCc1c(C)nc(SC)nc1Nc1ccc(C(=O)O)cc1	-8	-3	-1	-5	97	96	-6	100	99	98	102
CCC1(CC)Cc2ccccc2-c2nc(NCCCO)[nH]c(=O)c21	-7	-3	-3	-4	97	94	-3	97	96	99	99
CSc1ccc(Cl)c(C(=O)OCC(=O)NC2CC2)c1	0	1	0	1	105	102	-3	106	105	102	104
Cc1cc(C(=O)N2CCC(C(F)(F)F)n3nccc32)on1 (stereo not given)	0	-2	-2	-1	102	100	7	98	99	98	101
CCOC(=O)c1ccc(NC(=O)CN2C(=O)CNC2=O)cc1	-3	.	0	-7	98	96	-7	100	101	102	101
Cc1onc(-c2c(F)cccc2Cl)c1C(=O)OCC(=O)NC(N)=O	-6	-4	-2	0	98	95	1	98	97	103	101
O=C(C1Cc2ccccc2CN1S(=O)(=O)c1cccs1)N1CCCCCC1 (stereo not given)	3	0	-4	-11	95	95	-1	96	97	100	94
CNc1ccccc1C(C)(C)c1cc(-c2cc(C)cc(C)c2)no1	-11	-4	-4	-6	100	101	-9	104	101	100	102
O=C(COc1ccc2ccccc2c1)N1CCN(C(=O)c2ccco2)CC1	-2	-4	-5	-9	98	102	-6	101	99	97	104
CCCCCC[n+]1c(-c2ccccc2)csc1Nc1ccccc1	0	0	-2	-4	103	103	-7	102	102	101	105
CCOC(=O)C1C(=O)NC(N2CCN(c3ccccc3)CC2)=NC1c1ccco1 (stereo not given)	-10	-5	0	-6	99	97	-14	100	99	99	100
COc1ccc2nc(NCCNC(=S)NCCCN3CCOCC3)c(C#N)cc2c1	-3	2	-1	0	92	94	1	92	90	94	88
Cn1c(NCc2ccco2)nc2c1c(=O)n(Cc1ccc(Cl)cc1)c(=O)n2C	1	1	-1	3	96	98	0	96	97	99	98
O=c1oc(-c2ccccc2)nc2c1C1(CCCCC1)Cc1ccccc1-2	-14	-8	0	-6	101	96	-8	99	100	99	102
O=C(COc1ccccc1-c1ccccc1)NCCN1C(=O)S/C(=C\c2cccnc2)C1=O	-14	-10	-6	-12	99	101	-10	104	101	101	101
COc1ccc(CCNC(=O)c2c(O)c3c([nH]c2=O)CCCC3)cc1	-8	2	-1	0	?	?	-2	?	?	?	?
CCOC(=O)CSc1nc2ccccc2c(=O)n1NC(=O)c1ccccc1	-17	-9	0	-10	103	101	-6	101	102	103	103
O=C(c1ccccn1)N(CC1CCCO1)C1(C(=O)NC2CCCCC2)CCCCC1 (stereo not given)	-18	-8	-1	-8	102	100	-9	104	100	101	105
COc1ccc2nc(NC(=O)[C@@H]3CCCN3C(=O)c3cccs3)sc2c1	-1	2	-4	-3	101	101	-2	101	98	100	104
CCCN(CC(=O)Nc1ccc(F)c(F)c1F)CC(=O)Nc1c(Cl)cccc1Cl	-5	-3	-7	-6	102	100	-10	101	103	100	104
COc1ccc(N(C(=O)c2ccco2)S(=O)(=O)c2cc(OC)ccc2OC)cc1	-11	-8	-1	-9	90	88	-6	90	92	92	90
CCOC(=O)c1sc(NC(=O)c2cncc(Br)c2)nc1C	-1	-1	-1	5	97	95	-1	98	96	97	101
O=C(c1ccc2c(=O)n(-c3ccccc3)c(=O)[nH]c2c1)N1CCN(c2ccc(F)cc2)CC1	-10	-9	2	-10	105	101	-8	106	105	107	110
CCOc1c(Br)cc(CNc2ccc3c(c2)OCCO3)cc1OC	10	4	-1	-1	99	101	1	102	100	99	101
O=C(CSc1cccc[n+]1[O-])NCC1CCCCC1	-3	0	0	-1	98	93	1	97	100	105	95
CCC(C(=O)NC1CCCCC1)n1c(SCc2cccc(F)c2)nc2ccncc21 (stereo not given)	-1	-1	-5	-9	101	98	-4	100	101	99	103
Cc1cc(C)n(-c2ccc(C(=O)Nc3cc(C(F)(F)F)ccc3N3CCOCC3)cc2)n1	-4	-2	-5	0	101	99	1	100	101	102	105
COc1ccc(N(CC(=O)Nc2ccccc2C(=O)NCC(C)C)S(C)(=O)=O)cc1	-1	-2	-5	-5	103	98	-4	100	104	104	107
CCOc1ccccc1/C=c1\sc2nc(-c3ccco3)nn2c1=O	-13	-8	4	-7	98	98	-4	97	96	97	100
COc1cc(C(=O)OC2CCN(C)CC2)cc(OC)c1OC	-8	-6	6	-8	?	?	-11	?	?	?	?
Cc1cc(C(=O)N/N=C/c2c[nH]c3ccccc23)cs1	-3	-3	-6	0	97	97	-6	101	97	95	100
N#CC/C(N)=N/NC(=O)CCCNc1ncc(C(F)(F)F)cc1Cl	-3	0	1	0	99	97	0	95	100	100	98
O=C(O)CSC1CC(=O)N(c2ccc(Cl)cc2)C1=O (stereo not given)	-4	-35	-4	-11	99	97	-11	100	100	97	104
CN(C)c1nnnn1-c1ccc(Oc2ncc(C(F)(F)F)cc2Cl)cc1	-4	-3	-3	-4	94	94	-2	96	92	92	93
Nc1nc(COc2ccccc2)cs1	-20	-8	-2	-9	98	97	-7	97	100	99	99
COc1cc(CNCCN2CCOCC2)ccc1OCc1ccc(Cl)cc1	-20	-10	0	-12	101	99	-11	100	101	100	106
O=C(CN1CCCCC1)Nc1ccccc1-c1ccccc1	-1	-4	-5	-1	94	96	5	95	95	93	95
Cc1ccc(C(=O)NC(=S)NCC2CCCO2)cc1[N+](=O)[O-] (stereo not given)	-5	-5	0	-4	99	95	-5	100	98	104	100
Cc1nn(-c2ccc3ccccc3c2)c(=O)c2ccccc12	-3	-1	0	-5	99	97	0	98	100	104	101
COc1cc(C2CC(=O)Nc3cc(C)c(C)cc32)cc(OC)c1OC (stereo not given)	-5	-1	-2	-7	99	101	-3	103	103	105	104
CC(=O)Nc1cccc(NC(=O)c2ccc([N+](=O)[O-])cc2Cl)c1	0	-2	-3	-8	?	?	-5	?	?	?	?
O=c1c2ccc([N+](=O)[O-])cc2ncn1CCOc1ccc(Cl)cc1	6	0	0	2	92	92	2	87	90	95	84
CCCCCC(=O)N1CCN(CCN=CC2=C(O)CC(c3ccco3)CC2=O)CC1 (stereo not given)	-1	-2	-2	0	98	99	-2	102	101	94	101
Clc1nc(Cl)nc(N(c2ccccc2)c2ccccc2)n1	8	2	0	-5	102	98	0	100	102	99	101
COC(=O)c1nc(NC2=NCCCCC2)n[nH]1	3	3	3	4	96	96	0	94	96	97	99
CC(=O)Nc1sc(NC(=O)c2ccc(Cl)cc2)nc1-c1cccs1	1	1	-1	-4	103	100	-1	105	103	101	103
COc1ccc(CC(=O)OCC(=O)Nc2cccc(Cl)c2)cc1	-7	-2	0	-5	90	91	-3	92	92	91	98

A draw from above in order of count of non-hydrogen atoms, lowest first:
SMILES	Bim-Bfl-1	Bim-Bcl-2	Bim-Bcl-W	Bcl-B Bim block	Rab2 wt GTP	Rac1 act GTP bind	Bim-Bcl-XL	Cdc42 wt	HRas wt GTP	Rab7 wt GTP bind	Rac1 wt GTP bind
Nc1nc(COc2ccccc2)cs1	-20	-8	-2	-9	98	97	-7	97	100	99	99
Cc1ccc(C(=O)NC(=S)NCC2CCCO2)cc1[N+](=O)[O-] (stereo not given)	-5	-5	0	-4	99	95	-5	100	98	104	100
CC(=O)Nc1cccc(NC(=O)c2ccc([N+](=O)[O-])cc2Cl)c1	0	-2	-3	-8	?	?	-5	?	?	?	?

(listing goes on)
SMILES	Bim-Bfl-1	Bim-Bcl-2	Bim-Bcl-W	Bcl-B Bim block	Rab2 wt GTP	Rac1 act GTP bind	Bim-Bcl-XL	Cdc42 wt	HRas wt GTP	Rab7 wt GTP bind	Rac1 wt GTP bind
CCOCC(=O)Nc1cc(C(=O)Nc2ccccc2)ccc1Cl	-3	0	-4	-2	98	98	-4	101	102	95	102
COc1ccc(N2CC(O)(c3ccc(F)cc3)[N+]3=C2CCCC3)cc1 (stereo not given)	1	0	-8	-2	99	97	-12	97	99	104	97
Cc1ccc(S(=O)(=O)N2CCC(C(=O)N[C@H](C(=O)N3CCN(C)CC3)C(C)C)CC2)cc1	-1	-1	-2	-3	105	98	-9	100	101	101	106
O=C(CSc1nc(SCC(=O)NCc2ccccc2)n(-c2ccccc2)n1)NCc1ccccc1	0	-4	2	-1	97	98	5	91	97	95	97
COc1ccc(N=C2SC(C(=O)O)CC(=O)N2C)cc1 (stereo not given)	-12	-7	0	-6	98	99	-6	101	101	96	100
COCC(=O)Nc1ccc(C)c(Cl)c1	-8	-6	-2	-6	99	97	-8	96	97	97	97
CS(=O)(=O)c1ccc(Cl)c(NC(=O)CCl)c1	-6	-5	0	-4	98	99	-5	99	99	98	101
Cc1ccc([N+](=O)[O-])cc1NC(=O)c1ccc(-c2ccccc2)cc1	-11	-7	-2	-3	98	95	0	98	96	99	95
Cc1cc(C)n(-c2nnc(SCC(=O)NC3CCCC3)c3ccccc23)n1	-4	-1	-4	0	102	99	-5	103	101	100	102
CCOc1ccc(OCCN2C(=O)NC3(CCCc4ccccc43)C2=O)cc1 (stereo not given)	0	1	-1	-1	98	97	-3	99	99	100	100
COC(=O)c1ccc(-c2noc(CN3C[C@H]4CC[C@H]3C4)n2)cc1	-7	-6	-2	-7	97	95	-4	101	98	98	99
